NTR1 agonist – agonists of NTR1, primary screen, imaging, U2OS cells, beta-arrestin-GFP, high content (AID 493036) | NTR1-U2OS beta-arrestin-GFP spot imaging, agonist mode | hit rate 0.17% among 330,000 | activation, % at 20 µM | P30989;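 active = activation at or above 40% of the spot to cytoplasm intensity ratio, with at least 20 cells analyzed; inconclusive = wells under 20 cells, flagged as cytotoxic or low count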;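 also: 0% = DMSO without peptide and 100% = 100 nM NTR1 peptide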
Target sequence (P30989 whole entry, looked up): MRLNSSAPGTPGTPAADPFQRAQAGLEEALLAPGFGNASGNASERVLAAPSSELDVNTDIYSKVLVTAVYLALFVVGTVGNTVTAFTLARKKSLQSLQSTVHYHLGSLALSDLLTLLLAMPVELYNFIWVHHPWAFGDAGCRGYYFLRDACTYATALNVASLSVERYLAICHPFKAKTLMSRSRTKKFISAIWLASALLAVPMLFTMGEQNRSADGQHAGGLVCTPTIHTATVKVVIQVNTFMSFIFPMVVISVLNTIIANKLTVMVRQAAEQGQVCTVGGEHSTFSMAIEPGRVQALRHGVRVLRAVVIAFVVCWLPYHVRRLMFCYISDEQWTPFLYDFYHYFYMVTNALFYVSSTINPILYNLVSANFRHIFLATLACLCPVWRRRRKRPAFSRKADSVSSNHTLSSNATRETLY
T cell HTS – T cell immune modulation candidate; 2C CD8+ T cell-vesicle binding, flow cytometry; active compounds read low; calls only at 7 µM; hit rate 0.068% among 330,000; AID 2052;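 active = response, share of CD8 T cells binding vesicles, and their 90th percentile fluorescence all below set limits, cut at about 80% in these data, passing the limit was not always enough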
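incubation = binding step 1.5 h, 37 °C, antibody labelling 20 min, ice | test system = 2C mouse CD8+ T cells | read-out basis = percent CD8+ FL2 mean versus row control | controls = Peptide-free naked vesicles (low) and QL9 vesicles with 0.7% DMSO vehicle (high) | detection = flow cytometry of vesicle-bound cells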
KOR beta-arrestin-1 – KOR agonists, beta-arrestin recruitment, primary screen, cell-based, luminescence, uHTS (AID 1777); KOR beta-arrestin recruitment, luminescence; higher % means a stronger effect; one-dose activation, % at 10 µM; EC50 in µM for titrated hits; hit rate 0.02% among 280,000; in the data active = activation above about 50%, passing the limit was not always enough; also: a part of the inactive calls stands beside numbers as strong as those of hits
PhoP inhibition – inhibitors of PhoP regulon expression, primary screen, Salmonella Typhimurium, GFP reporter (AID 1863). S. Typhimurium PhoP-regulated promoter GFP reporter, 4 h; higher % means a stronger effect. one-dose inhibition, % at 50 µM; IC50 in µM for titrated hits. hit rate 0.16% among 300,000;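 active = inhibition over 29.93%, a cutoff 3 SD above the screen mean, later confirmed by dose response; inconclusive = inhibition over 29.93% but no dose response follow-up; inactive = inhibition at most 29.93% or unconfirmed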;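 also: 0% = low Mg2+ inducing control and 100% = high Mg2+ repressing control; strong numbers were not always called active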
West Nile virus CPE – inhibition of WNV-induced cytopathic effect – cell-based, CPE readout (AID 1621); hit rate 0.02% among 290,000; West Nile virus-infected cells, CPE inhibition; higher % means a stronger effect; CPE inhibition, % at 10 µM; hits with a dose series show IC50 in µM; in the data active = a potency from the dose series; inconclusive = CPE inhibition mostly from about 3.7% at the one dose, without a potency; inactive = the rest, 99 in 100 with CPE inhibition below about 2.2%; also: strong numbers were not always called active
KOR beta-arrestin-2 – kappa opioid receptor blockers – cell-based, luminescence, uHTS (AID 1778). inhibition, % at 10 µM; hits with a dose series show IC50 in µM. hit rate 0.091% among 290,000. KOR beta-arrestin recruitment, luminescence, antagonist mode; higher % means a stronger effect; in the data active = inhibition above about 50%; also: strong numbers were not always called active
GPR35 arrestin U2OS – GPR35 antagonists blocking zaprinast-driven arrestin recruitment, primary screen, imaging, U2OS, beta-arrestin-GFP, zaprinast agonist (AID 2058); U2OS GPR35 beta-arrestin-GFP translocation imaging, zaprinast antagonism; higher % means a stronger effect; inhibition, % at 10 µM; hits with a dose series show IC50 in µM; hit rate 0.052% among 290,000;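 active = inhibition of at least 50% with at least 30 cells and total cytoplasm GFP at most 10,000,000; inconclusive = under 30 cells or total GFP of 10,000,000 plus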
GPR55 antagonists – inhibition of LPI-stimulated GPR55 beta-arrestin translocation – imaging, U2OS, beta-arrestin-GFP, LPI agonist, primary screen (AID 2013) | U2OS GPR55 beta-arrestin-GFP translocation imaging, LPI antagonism; higher % means a stronger effect | inhibition, % at 10 µM; hits with a dose series show IC50 in µM | hit rate 0.13% among 290,000;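 active = spots per cell inhibited over 60%, with over 100 cells counted and total cytoplasm intensity under 500,000; inconclusive = wells with under 100 cells, flagged as likely toxic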;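 also: U2OS cells stably carrying GPR55 and arrestin-GFP stimulated by 5 µM LPI near EC80; imaged beta-arrestin-GFP aggregate spots per cell after agonist stimulation; plate controls were LPI-stimulated DMSO wells for no effect and DMSO wells without LPI for full effect; some results filed as inactive read as strong as hits; confirmed hits need IC50 under 10 µM and bright autofluorescent wells are also inconclusive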
GPR55 beta-arrestin – GPR55 agonists via beta-arrestin recruitment, primary screen, imaging, U2OS cells, beta-arrestin-GFP redistribution (AID 1961); hit rate 0.048% among 290,000; activation, % at 10 µM, or EC50 in µM where a hit was titrated; U2OS GPR55 beta-arrestin-GFP redistribution imaging; higher % means a stronger effect;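 active = activation above 40% with more than 50 cells counted in the well; inconclusive = wells holding fewer than 50 cells, flagged as toxic or sparse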;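 also: U2OS osteosarcoma cells stably expressing GPR55 and beta-arrestin-GFP; plate controls were DMSO negative control for no effect and LPI positive control for full effect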
T cell HTS vesicle-bound % – also measured in T cell HTS; calls as there; double positive events, %; measured here: CD8+ vesicle-bound cell fraction;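 binding gate set so that unloaded-vesicle control wells show 10% double positive cells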
NTR1 agonist cell count 20 µM – recorded beside NTR1 agonist, whose call it bears; cell count; measured here: cell count, cytotoxicity flag
Starred values were filed as active, the others as inactive; i = inactive; ? = inconclusive; nt = not tested or not shown; [ ] = remark or other dose. Compounds as they come (roughly 0.62% active in at least one column).

SMILES,NTR1 agonist,NTR1 agonist cell count 20 µM,T cell HTS,T cell HTS vesicle-bound %,KOR beta-arrestin-1,PhoP inhibition,West Nile virus CPE,KOR beta-arrestin-2,GPR35 arrestin U2OS,GPR55 antagonists,GPR55 beta-arrestin
O=C(N/C(=C\c1ccccc1)C(=O)N1CCOCC1)c1ccco1,0.9,63,i,8,-7.2%,2%,-0.1%,-16%,11%,-3%,-0.2%
COc1ccc2[nH]c(=O)c(CN(C(=O)C(C)C)c3ccccc3OC)cc2c1,-0.2,55,i,65,-1.2%,1%,-0.6%,-20%[20 µM],-5%,-4%,-0.3%
NS(=O)(=O)c1ccc(CCNC(=O)C2CCC(CNS(=O)(=O)c3ccc(Br)s3)CC2)cc1 (stereo unspecified),-0.3,33,i,44,6.1%,-2%,1.1%,-22%,-1%,-3%,-0.2%
CN1C(=O)/C(=C\c2ccncc2)SC1=Nc1ccccc1,0.4,54,i,45,-1.4%,8%,0.3%,-40%,-7%,5%,0.2%
Cc1ccc(CNC(=O)C2CCN(S(=O)(=O)c3ccc4c(c3)OCCCO4)CC2)cc1,2.1,67,i,48,-3.5%,6%,-0.7%,-28%,2%,-15%,0.2%
Cc1ccc(N(CCC(=O)Nc2nnc(C3CC3)s2)S(=O)(=O)c2ccccc2)cc1,5.1,38,i,44,11%,-13%,-1.3%,28%,-5%,-10%,-0.2%
Cc1cccc(N2CCN(S(=O)(=O)c3ccc4c(c3)CCN4C(=O)CCC(=O)O)CC2C)c1 (stereo unspecified),-1.7,55,i,23,-0.3%,11%,-0.1%,-10%,29%,-8%,0.3%
Clc1ccc(Cn2ncc3c(NCCN4CCOCC4)ncnc32)cc1,0.3,52,i,40,-2.9%,-5%,-0.3%,-4%,14%,3%,-0.1%
CCC(=O)N1CCc2cc(S(=O)(=O)CCC(=O)Nc3ccc(F)c(F)c3)ccc21,-0.1,47,i,54,-2.4%,-1%,-0.1%,-9%,-2%,-10%,-0.2%
Cc1ccnc(NC(=O)CNC(=O)c2ccccc2Br)c1,0.2,53,i,62,14%,-4%,-0.3%,-5%,0%,6%,-0.1%
CC(C)(C)OC(=O)NCCCCCc1nnc(SCC(=O)Nc2cccc(Cl)c2)o1,1.5,93,i,17,9.5%,-4%,-0.8%,-14%,6%,-3%,-0.2%
N#Cc1sc2nc(C3CC3)cc(-c3ccccc3)c2c1N,14,34,i,19,1.7%,-5%,-0.1%,18%,7%,-8%,-0.2%
Cc1ccc(C(=O)Nc2ccncc2)o1,-0.3,104,i,51,-0.7%,9%,-0.7%,41%,-23%,7%,-0.1%
CCOC(=O)c1ccc(N2C(=O)C(CC(=O)NC)N(CCc3ccc(OC)c(OC)c3)C2=S)cc1 (stereo unspecified),0.3,61,i,17,-5.4%,2%,-0.6%,8%[20 µM],-7%,2%,-0.1%
CCOC(=O)c1oc2ccccc2c1NC(=O)CN1CCOCC1,1.6,81,i,54,nt,2%,0.0%,-23%[20 µM],19%,3%,0.0%
CCOC(CC(=O)NNC(=O)c1c(-c2ccccc2Cl)noc1C)OCC,0.9,43,i,57,nt,-9%,0.6%,-6%,2%,5%,0.6%
Cc1ccc(NS(=O)(=O)c2ccc3c(c2)NC(=O)CCS3)cc1F,3.0,50,i,28,6.4%,5%,-0.1%,-21%,3%,-4%,-0.1%
COc1ccc(C(=O)N/C(=C\c2cccc3ccccc23)C(=O)NCCc2c[nH]c3ccccc23)cc1OC,0.2,61,i,62,5.6%,-18%,0.2%,-15%,-15%,4%,0.4%
O=S(=O)([O-])CCC[n+]1c(/C=C\Nc2ccccc2)oc2ccc(-c3ccccc3)cc21,nt,nt,nt,nt,nt,-30%,0.4%,17%[20 µM],45%,27%,0.2%
CC(=O)NC(=S)NNC(=O)CCc1ccccc1,1.1,44,i,39,-5.5%,1%,0.2%,19%,-6%,3%,-0.3%
O=C(Nc1ccc2c(c1)OCCO2)C1CCN(C(=O)c2ccc(F)cc2)CC1,1.1,39,i,8,2.3%,17%,-0.5%,-20%,-2%,-11%,-0.1%
CC(C)(C)Sc1ccc(N)nc1,-1.9,94,i,20,3.4%,12%,-0.1%,-2%,-1%,-13%,-0.2%
Cc1noc(/C=C/Nc2ccc(F)cc2F)c1[N+](=O)[O-],-0.4,94,i,50,-5.5%,3%,?,23%,-17%,-18%,0.6%
CCCc1cc(=O)[nH]c(SCC(=O)N(C)CC(=O)Nc2ccccc2CC)n1,-0.9,89,i,34,2.1%,-5%,0.4%,0%,3%,-6%,-0.1%
COCC(=O)Nc1ccccc1Br,-0.6,34,i,46,-1.4%,-7%,0.1%,-26%,-10%,1%,-0.2%
Cc1ccc(NC(=O)CN2C(=O)c3ccccc3C2=O)nc1,0.1,92,i,41,-5.1%,6%,0.8%,-14%[20 µM],5%,5%,-0.1%
O=C(Cc1c(F)c(F)c(F)c(F)c1F)OC12CC3CC(C1)C(=O)C(C3)C2,2.5,49,i,9,-4.9%,-10%,-0.9%,-4%,-5%,3%,0.3%
COc1ccc(S(=O)(=O)N2CCC(C(=O)NCCCc3ccccc3)CC2)cc1,1.3,56,i,40,5.0%,-12%,-0.5%,-26%,20%,0%,-0.1%
COc1cccc(C(c2sc3nc(C)nn3c2O)N2CCN(c3ccccc3F)CC2)c1 (stereo unspecified),3.2,54,i,48,3.5%,7%,-0.1%,25%,11%,3%,-0.5%
O=C(/C=C/c1ccccc1)NC(=S)Nc1ccc(N2CCOCC2)c(Cl)c1,3.5,77,i,50,1.2%,4%,nt,-2%,16%,20%,-0.3%

Carrying on:
SMILES,NTR1 agonist,NTR1 agonist cell count 20 µM,T cell HTS,T cell HTS vesicle-bound %,KOR beta-arrestin-1,PhoP inhibition,West Nile virus CPE,KOR beta-arrestin-2,GPR35 arrestin U2OS,GPR55 antagonists,GPR55 beta-arrestin
N#CCc1ccc(OC(=O)c2cnccc2C(F)(F)F)cc1,-1.2,111,i,28,1.1%,3%,0.2%,16%,1%,5%,0.0%
N/C(=N\OC(=O)c1ccco1)c1cccnc1,0.8,40,i,14,-1.0%,nt,-0.1%,-6%[20 µM],-14%,1%,-0.1%
CCC1CCCCN1CCCNC(=O)c1c(O)nc2ccccn2c1=O (stereo unspecified),-0.6,63,i,1,-2.3%,-14%,-0.3%,7%,1%,5%,0.2%
O=C(C1CCN(S(=O)(=O)c2cccs2)CC1)N(c1ccccn1)C1CCCCC1,1.6,25,i,46,-0.5%,-6%,-0.3%,-16%,-6%,-6%,0.2%
COc1ccc(N(CC(=O)NCc2ccco2)S(=O)(=O)c2ccc(C)cc2)cc1,0.0,45,i,34,-8.2%,-2%,0.6%,-6%[20 µM],4%,6%,-0.1%
O=[N+]([O-])c1ccc(NCCCNS(=O)(=O)c2ccccc2)c(Cl)c1,5.1,48,i,9,0.9%,35%,-1.2%,14%,-1%,11%,0.4%
CCC(C)C(=O)Nc1nc(C)c(-c2csc(Nc3ccccc3OC)n2)s1 (stereo unspecified),8.8,81,i,55,-1.1%,0%,-0.4%,-7%,2%,18%,-0.1%
O=C1N(c2ccccc2)C2CS(=O)(=O)CC2N1c1ccc(Br)cc1 (stereo unspecified),0.2,37,i,27,-1.7%,-11%,-0.2%,32%,5%,-3%,-0.1%
O=C(/C=C/c1ccc(Cl)cc1)N1CCN(c2ccccn2)CC1,2.8,67,i,11,-3.8%,-6%,-0.4%,2%,-11%,-2%,-0.2%
COC(=O)CC(c1ccccc1F)N1Cc2ccccc2C1=O (stereo unspecified),-1.2,91,i,22,-2.3%,3%,-1.4%,22%,-17%,3%,-0.1%
CC1CCN(C(=O)C2CCC(=O)N(Cc3ccc(Cl)cc3)C2)CC1 (stereo unspecified),-0.3,40,i,38,-2.2%,-8%,-0.8%,5%,10%,13%,-0.1%
Cn1c(CNc2ccc(Cl)cc2)nnc1SCCN1CCCCC1,0.5,40,i,58,0.3%,3%,0.1%,25%,-1%,5%,-0.1%
O=C(CCCn1c(=O)c2ccccc2n(CC(=O)N2CCN(c3ccccc3)CC2)c1=O)NCc1ccco1,-1.7,55,i,32,5.7%,0%,-0.5%,3%,9%,-1%,-0.1%
CCCn1c(CCNC(=O)c2ccco2)nc2ccccc21,-0.2,35,i,17,-4.6%,6%,-0.1%,4%,-9%,-8%,-0.2%
COCCCN=CC1=C(O)CC(c2ccccc2)CC1=O (stereo unspecified),-0.4,75,i,15,7.1%,-4%,-0.2%,-13%,4%,1%,1.3%
Nc1cccc(Oc2ccc3c(c2)C(=O)NC3=O)c1,-1.3,50,i,54,-3.5%,-3%,1.9%,-20%[20 µM],0%,4%,0.4%
O=[N+]([O-])c1ccc(-c2nnc(-c3ccccc3)c(N3CCOCC3)n2)cc1,0.3,95,i,7,-2.0%,-6%,0.2%,-19%,-2%,18%,-0.2%
C#CCOc1ccc(/C=N/NC(=O)c2cccnc2)cc1OCC,1.8,40,i,27,-1.5%,0%,0.2%,-12%,-8%,7%,1.2%
CSc1nc(-c2ccccc2)nc(SC)c1C(C)=O,6.5,51,i,16,6.0%,-9%,0.3%,-50%,0%,7%,0.5%
NC1=NC(c2cn[nH]c2-c2ccc(F)cc2)n2c(nc3ccccc32)N1 (stereo unspecified),0.4,68,i,10,0.5%,6%,0.2%,-19%,-3%,3%,-0.5%
COCCn1c(-c2cccc(Br)c2)nc2c(c(=O)c3ccccc3n2C)c1=O,1.5,41,i,58,4.2%,-8%,-0.7%,-9%,7%,-8%,-0.3%
CCCC(=O)n1nc(-c2cccnc2)nc1NCc1ccccc1,nt,nt,nt,nt,-3.1%,-6%,-0.8%,24%,3%,12%,-0.2%
COC(=O)c1ccc(CNC(=O)COC(=O)C2CC3C=CC2C3)cc1 (stereo unspecified),0.5,60,i,54,-1.1%,0%,-0.2%,2%[20 µM],11%,6%,0.2%
CCN(Cc1ccccc1)C(=O)c1oc2ccc(S(=O)(=O)N3CCOCC3)cc2c1C,2.9,61,i,19,-6.1%,-4%,-0.6%,-14%,-2%,-2%,0.2%
CN(C)c1cccc(C(=O)NNC(=S)NC2CC3CCC2C3)c1 (stereo unspecified),2.0,46,i,37,-5.5%,-2%,-0.3%,42%,13%,4%,-0.2%

Compound activity deposited in PubChem BioAssay by several laboratories.
